Compound activity: PubChem BioAssay, National Center for Advancing Translational Sciences (NCATS)
Hsp90 Hop PPI = changes Hsp90-Hop TPR2A binding signal, up or down. Potency, µM (highest dose often 57 µM), for inactives: at the top dose activity change, negative = inhibition. hit rate 0.44% among 71,000. AlphaScreen TPR2A-His6 binding biotin-Hsp90 C-terminal peptide. AID 595; active = well fitted curve in either direction with a large enough effect; inconclusive = small, poorly fitted or top-dose-only effect, or another doubt; also: potency is read from the fitted curve at half-maximal effect; % is scaled to controls: 0 for no effect and ±100 for the full control effect; many of its hits are not listed in these tables
GFP derepression = epigenetic GFP locus derepression in mouse cells; AID 597; Potency, µM (titrated, usually from 46.1 µM), for the others: at the highest dose GFP derepression (activation); hit rate 0.09% among 68,000; mouse C127i GFP locus derepression, cytometry, 30 h; also: % of control where 0% means no effect
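Derepression screen: silenced CMV-GFP reporter in murine C127i cells, 30 h compound incubation at 37 C, washed cells imaged by laser-scanning cytometer to enumerate GFP-expressing objects of 20 to 120 um.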
TexasRed autofl = compounds fluorescent in Texas Red spectral region; Compound fluorescence, Texas Red channel, 547/618 nm; active compounds read high; max dye-equivalent concentration, M; hit rate 0.06% among 59,000; AID 587; in the data active = max dye-equivalent concentration above about 10 nM; inconclusive = between about 1.1 nM and that limit
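Spectral interference profiling: each compound concentration's relative fluorescence, read with a 547 nm excitation and 618 nm emission filter pair, was normalized to a per-plate Texas Red standard curve.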
Fluorescein fluor = compound fluoresces in the fluorescein spectral region; Compound autofluorescence, 480/540 nm, fluorescein-equivalent; active compounds read high; max fluorescein-equivalent concentration, M; hit rate 0.91% among 59,000; AID 593; in the data active = max fluorescein-equivalent concentration above about 10 nM; inconclusive = between about 1.1 nM and that limit
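Read-out is intrinsic compound fluorescence at 480/540 nm (excitation/emission), expressed as dye-equivalent concentration using a fluorescein standard series run on every plate. Compounds sat 15 min at room temperature in 100 mM Tris, pH 8.0.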
ERK AVP inh = blocks ERK signaling stimulated by vasopressin | HEK293-V1b, vasopressin-stimulated pERK AlphaScreen | Potency, µM (highest dose often 57.5 µM), for the others: top-dose activity, negative = inhibition, most hits filed as inhibitors | hit rate 0.99% among 72,000; also: potency is read from the fitted curve at half-maximal effect; % is scaled to controls: 0 for no effect and ±100 for the full control effect; nearly all actives have a fitted effect of over 55% in size
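Overnight-seeded V1b-HEK293 cells in 1% FBS got compound, then vasopressin (25 nM final, 5 min, 37C), then lysis buffer. AlphaScreen detection of phospho-ERK; activity normalized to basal and full-stimulation controls.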
CRE-bla Fsk = alters forskolin-stimulated CRE reporter signaling in CHO cells; CHO CRE-bla reporter (cAMP response element driving beta-lactamase), forskolin EC10, beta-lactamase ratio; Potency, µM (highest dose often 38.2 µM), for the others: at the highest dose activity change, negative = inhibition, actives largely listed as activators; hit rate 2.5% among 71,000; active = well fitted activation curve with a large enough effect in the signal ratio, with a control signal flat, not every such curve was filed as active; inconclusive = small, poorly fitted or top-dose-only effect, or effect the other way, or a change in a side signal; the % refers to the signal ratio; also: potency is read from the fitted curve at half-maximal effect; % of control where 0% means no effect
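Forskolin analogue NKH 477 at EC10 stimulated CRE-driven beta-lactamase in CHO cells alongside compound dilution series. Beta-lactamase was measured with CCF4, excitation 405 nm, emission ratio 460/530 nm.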
Ub-GFP proteasome = proteasome inhibitors stabilizing ubiquitin-GFP reporter | Ubiquitin-GFP reporter cells, proteasome inhibition, GFP fluorescence; response scale: untreated = 0%, 10 µM MG-132 = 100% | Potency, µM (top dose mostly 45.9 µM), for inactives: at the top dose activation (GFP accumulation), usual class: activators | 67,000 tested, under 10 active | AID 526; active = well fitted activation curve with a large enough effect, not every such curve was filed as active; inconclusive = small, poorly fitted or top-dose-only effect, or another doubt; inactive = no such curve, though single readings can be large or run the other way; also: potency is read from the fitted curve at half-maximal effect
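Reporter cells (U2OS, ubiquitin-G76V-GFP fusion) are plated overnight, then treated 4 hr at 37 °C with compound titrations from 46 uM down to 2.9 nM. Activity is scaled against untreated cells and 10 uM MG-132.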
FLuc inh = firefly luciferase inhibition. purified firefly luciferase, luminescence, 8 min. P08659. Potency, µM (highest dose often 57.1 µM), for inactives: top-dose activity change, negative = inhibition, hits mostly inhibitors. hit rate 2.2% among 72,000; also: potency is read from the fitted curve at half-maximal effect; % is scaled to controls: 0 for no effect and ±100 for the full control effect; nearly all actives have a fitted effect of over 40% in size
Target sequence (P08659 whole entry, looked up): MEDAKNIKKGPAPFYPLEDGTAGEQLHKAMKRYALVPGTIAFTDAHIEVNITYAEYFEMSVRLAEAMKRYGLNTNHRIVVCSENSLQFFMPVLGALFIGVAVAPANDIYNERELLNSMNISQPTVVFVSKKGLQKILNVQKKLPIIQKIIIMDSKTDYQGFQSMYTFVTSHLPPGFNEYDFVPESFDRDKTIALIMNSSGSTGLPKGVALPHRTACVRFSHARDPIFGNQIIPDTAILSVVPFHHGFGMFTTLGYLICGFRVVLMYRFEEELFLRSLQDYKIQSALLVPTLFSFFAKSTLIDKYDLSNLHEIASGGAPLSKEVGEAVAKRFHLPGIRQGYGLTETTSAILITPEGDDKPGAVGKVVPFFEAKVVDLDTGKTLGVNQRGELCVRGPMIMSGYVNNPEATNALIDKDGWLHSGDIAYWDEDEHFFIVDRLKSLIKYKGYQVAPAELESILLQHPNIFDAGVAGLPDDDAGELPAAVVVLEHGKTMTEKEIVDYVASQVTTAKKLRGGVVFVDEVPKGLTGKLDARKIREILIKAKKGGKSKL
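Inhibition of light generation by firefly luciferase from ATP and luciferin was profiled with concentration-response curves per sample, ATP held at 10 uM within the enzyme's linear range. Plates were read by luminescence after an 8-minute ambient incubation.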
A350 autofl = A350 region autofluorescence. AID 590. max dye-equivalent concentration, M. hit rate 11% among 59,000. Compound autofluorescence, 340/450 nm, Alexa 350 dye-equivalents; active compounds read high; in the data active = max dye-equivalent concentration above about 10 nM; inconclusive = mostly about 1.1 nM to 9.6 nM
HBB splicing = alters splicing of the hemoglobin beta chain. HBB splicing reporter cell assay, activation; EGFP reporter with mutant IVS2-654 intron; response scale: normalised to 500 nM splice-correcting PNA. Potency, µM (top dose mostly 46.1 µM), without a hit: top-dose activation, most hits filed as activators. hit rate 0.06% among 65,000. AID 925; also: potency is read from the fitted curve at half-maximal effect; 0% is about no effect
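Compounds were applied for 2 days to HeLa EGFP-654 cells, 500/well in Optimem with 2% FCS. The reporter's EGFP is disrupted by mis-splicing of beta-globin intron IVS2-654. Readout: summed well GFP fluorescence from 488 nm laser scanning; reference was 500 nM antisense […] 654 PNA.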
4-MU autofl = compounds fluorescent in 4-MU spectral region; compound autofluorescence, 340/450 nm, 4-MU equivalents; active compounds read high; max dye-equivalent concentration, M; hit rate 11% among 59,000; AID 589; in the data active = max dye-equivalent concentration above about 10 nM; inconclusive = mostly about 1.1 nM to 9.6 nM
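Compounds in 100 mM Tris, pH 8.0, sat 15 min at room temperature before fluorescence was read at 340 nm excitation/450 nm emission; a per-plate six-point 4-MU standard curve converted signals to dye-equivalent concentration at each compound concentration.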
The depositor's hits bear a star; i = inactive; ? = inconclusive; / = not tested or not shown; [ ] = remark or other dose. Unless noted, calls follow the shape of the dose curve; as a rule, active = well fitted curve in the direction sought with a large enough effect; inconclusive = small, poorly fitted or top-dose-only effect, or another doubt; inactive = no such curve, though single readings can be large; an effect the other way counts as inactive or inconclusive. The list is partial; the hit share may differ from the screen's.

SMILES	Hsp90 Hop PPI	GFP derepression	TexasRed autofl	Fluorescein fluor	ERK AVP inh	CRE-bla Fsk	Ub-GFP proteasome	FLuc inh	A350 autofl	HBB splicing	4-MU autofl
O=C(CCc1nc(-c2ccccc2)no1)N1CCCC1	-2%	-2%	i	i	-7%	27%	8%	1%	i	0.1%[1.84 µM]	i
Cn1c(=O)n(C/C=C/c2ccccc2)c(=O)c2c1nc1n2CCCN1Cc1ccccc1	-10%	-3%	i	?	?	?	5%	-6%	i	2.4%	i
Cc1ccc(C(=O)CSC2=C(C#N)C(c3ccco3)C3=C(CCCC3=O)N2)cc1 (stereo unspecified)	/	6%[20.6 µM]	i	?	/	/	/	-5%[25.5 µM]	i	/	i
CCCOc1ccc(/C(O)=C2/C(=O)C(=O)N(CCCn3ccnc3)C2c2cccs2)cc1 (stereo unspecified)	/	7%[20.6 µM]	i	?	/	/	/	-3%[25.5 µM]	i	/	i
CCn1[nH]c(=O)c(=Nc2c(C)n(C)n(-c3ccccc3)c2=O)cc1-c1ccc(Cl)cc1	-6%	4%	i	i	-28%	-2%	7%	0%	i	0.2%	i
O=c1c2c3c(sc2ncn1/N=C/c1ccc(Br)o1)CCCC3	-11%	0%	/	/	19%	10%	19%	0%	/	0.4%	/
COc1ccc(CC(=O)Nc2cc(C)c3c(=O)oc4ccccc4c3n2)cc1	-3%	/	/	/	/	?	11%	4%	/	1.3%	/
O=S(=O)(O)c1ccc2c(N=Nc3c(O)ccc4ccccc34)cccc2c1	?	0%[9.22 µM]	i	i	-16%[11.5 µM]	0%[7.6 µM]	-5%[9.17 µM]	-7%[11.4 µM]	i	2.7%[9.22 µM]	i
O=C(O)CCN1C(=O)NC2(CCCC2)C1=O	0%	2%	i	i	-3%	9%	0%	3%	i	1.5%[57.5 µM]	i
CC(Cc1c[nH]c2ccccc12)NC(=O)C1CCCNC1=O (stereo unspecified)	-2%[11 µM]	-2%	/	/	13%	19%[7.6 µM]	16%[9.17 µM]	4%	/	1.0%[0.0738 µM]	/
Cc1cc(C)nc(SC2CCOC2=O)n1 (stereo unspecified)	-4%	-3%	i	i	-9%	-2%	1%	4%	i	-1.0%	i
Cc1ccc2c(c1)-c1c(cnn1CC(=O)NC(C)CCc1ccco1)CO2 (stereo unspecified)	-6%	1%	/	/	-13%	-15%	-1%	1%	/	0.5%	/

In a second layout: eight of the compounds above.
Below each compound – Hsp90 Hop PPI | GFP derepression | TexasRed autofl | Fluorescein fluor | ERK AVP inh | CRE-bla Fsk | Ub-GFP proteasome | FLuc inh | A350 autofl | HBB splicing | 4-MU autofl
CCn1[nH]c(=O)c(=Nc2c(C)n(C)n(-c3ccccc3)c2=O)cc1-c1ccc(Cl)cc1
→ -6% | 4% | i | i | -28% | -2% | 7% | 0% | i | 0.2% | i
O=c1c2c3c(sc2ncn1/N=C/c1ccc(Br)o1)CCCC3
→ -11% | 0% | / | / | 19% | 10% | 19% | 0% | / | 0.4% | /
COc1ccc(CC(=O)Nc2cc(C)c3c(=O)oc4ccccc4c3n2)cc1
→ -3% | / | / | / | / | ? | 11% | 4% | / | 1.3% | /
O=S(=O)(O)c1ccc2c(N=Nc3c(O)ccc4ccccc34)cccc2c1
→ ? | 0%[9.22 µM] | i | i | -16%[11.5 µM] | 0%[7.6 µM] | -5%[9.17 µM] | -7%[11.4 µM] | i | 2.7%[9.22 µM] | i
O=C(O)CCN1C(=O)NC2(CCCC2)C1=O
→ 0% | 2% | i | i | -3% | 9% | 0% | 3% | i | 1.5%[57.5 µM] | i
CC(Cc1c[nH]c2ccccc12)NC(=O)C1CCCNC1=O (stereo unspecified)
→ -2%[11 µM] | -2% | / | / | 13% | 19%[7.6 µM] | 16%[9.17 µM] | 4% | / | 1.0%[0.0738 µM] | /
Cc1cc(C)nc(SC2CCOC2=O)n1 (stereo unspecified)
→ -4% | -3% | i | i | -9% | -2% | 1% | 4% | i | -1.0% | i
Cc1ccc2c(c1)-c1c(cnn1CC(=O)NC(C)CCc1ccco1)CO2 (stereo unspecified)
→ -6% | 1% | / | / | -13% | -15% | -1% | 1% | / | 0.5% | /

Next section:
SMILES	Hsp90 Hop PPI	GFP derepression	TexasRed autofl	Fluorescein fluor	ERK AVP inh	CRE-bla Fsk	Ub-GFP proteasome	FLuc inh	A350 autofl	HBB splicing	4-MU autofl
COc1ccc(NC2=CC(=O)CC(C)(C)C2)cc1OC	-6%	-2%	/	/	-20%	?	-6%	-1%	/	-0.3%	/
CN(c1ccccc1C(=O)NCc1ccccn1)S(C)(=O)=O	?	-2%	i	i	-1%	-2%	0%	0%	?	0.6%	i
CCOC(=O)C1=C(c2ccccc2)NC(SCC(=O)Nc2cccc(C)c2)=C(C#N)C1c1ccco1 (stereo unspecified)	?	-3%	i	i	21%	?	-2%	0%	2.7e-08M*	-0.6%	3.1e-08M*
COc1ccc(S(=O)(=O)NCc2ccc(C(=O)N3CCN(c4ccccn4)CC3)cc2)cc1	-3%	0%	i	i	18%	?	-7%	1%	i	-0.2%	i
CCS(=O)(=O)N1CCN(C(=O)c2ccc(-c3ccccc3)cc2)CC1	-1%	-3%	i	i	-19%	-7%	-3%	1%	i	-1.0%	i
COc1ccc2[nH]cc(CCNc3ccnc(-c4cccc(NS(C)(=O)=O)c4)n3)c2c1	-17%	3%[9.22 µM]	i	i	13µM*	0%	1%	0%[2.29 µM]	?	-0.9%	?
CCSc1nnc(NC(=O)CCNS(=O)(=O)c2cc(Br)cnc2N)s1	-3%	4%	i	i	7%	?	-2%	3%	1.5e-08M*	-1.1%	1.2e-08M*
O=C1CCCC2=C1C(c1ccccc1)C1=C(CCCC1=O)O2	-3%[11 µM]	-3%	/	/	-9%	?	2%[9.17 µM]	-1%	/	-3.5%[0.0738 µM]	/
COc1ccc(-n2c(=O)c3c4c(sc3n3c(C)nnc23)COC(C(C)C)C4)cc1 (stereo unspecified)	-5%	-3%	i	i	-8%	?	1%	0%	i	2.4%	i
CCOc1cccc(-c2nnc3sc(COc4ccc(OC)cc4)nn23)c1	-1%	3%	i	i	-24%	26%	0%	0%	i	7.8%[0.369 µM]	i
COCCNC(=O)CN(CC1CCCO1)C(=O)CCC(=O)Nc1ccccn1 (stereo unspecified)	2%	-1%	i	i	59%[activator]	4%	-4%	0%	i	/	i
COc1ccc(CNC(=O)CSc2nnnn2-c2ccccc2)cc1	-2%	-5%	/	/	?	-4%	-17%	3%	/	0.2%[9.22 µM]	/
CCOC(=O)c1c(C#N)c(SCC(=O)Nc2ccc(OC)cc2)nc2c1CN(CC)CC2	-14%	0%	i	?	-12%	12%	-5%	0%	i	0.7%	i
COc1ccc(CCNC(=O)c2nnn(-c3ccc4c(c3)OCCO4)c2N)cc1OC	?	0%	i	i	-14%	?	3%	?	i	-0.7%	i
CCN1CCN(Cc2cc(=O)oc3cc4c(cc23)CCC4)CC1	-1%	0%	i	i	-16%	8%	-1%	0%	?	0.4%[57.5 µM]	?
Cc1nn(C)c(C)c1S(=O)(=O)N1CCC(C(=O)NC2CCCCCC2)CC1	-1%	0%	/	/	0%	2%	4%	0%	/	0.5%	/
CCN1CCN(c2cc(C)c3cc(NC(=O)c4cncc(Br)c4)ccc3n2)CC1	-10%	0%	i	i	23%	-26%	3%	-3%	i	-2.4%	i
COCCN(CCOC)c1ncc(Cl)c(C(=O)c2c(C)cc3ccccn23)n1	-15%	0%	i	?	-3%	26%	-6%	1%	i	-0.5%[57.5 µM]	i
O=C(CSc1nnnn1-c1ccc2c(c1)OCO2)NCc1cccs1	-3%	0%	i	?	-8%	20%	8%	1%	?	-1.4%	?
COc1ccc(NC(=O)COC(=O)c2cnccn2)cc1Cl	-5%	-1%	i	i	12%	-5%	0%	-24%	i	0.1%[57.5 µM]	i
CCOC(=O)C1=C(N)N(c2ccccc2Oc2ccccc2)C(=O)C1	-6%	-1%	i	?	-9%	-1%	-2%	2%	i	0.1%	i
CCCOn1nnnc1-c1ccccc1	-2%	2%	?	i	-19%	3%	0%	0%	i	0.1%	i
C=CCSc1nc(N)c2c(C)c(C)sc2n1	1%[11 µM]	-2%	/	/	?	?	-17%[9.17 µM]	-19%	/	-2.1%[0.0738 µM]	/
Cc1cccc(Nc2nc3c(c(=O)n(C)c(=O)n3C)n2Cc2ccccc2)c1	-2%	0%	i	i	?	5%	2%	1%	i	/	i
Cc1cc(OCC(=O)Nc2ccc3oc(-c4ccncc4)nc3c2)ccc1Cl	/	2%[20.6 µM]	i	?	/	/	/	3%[25.5 µM]	?	/	?
CC(C)OC(=O)CSc1nnc(CNc2nc(-c3ccccc3)cs2)n1C	-9%	-1%	i	i	-12%	-8%	-4%	0%	i	-1.6%	i
